Screening results (PubChem BioAssay)
KCC2 mod: modulates chloride dependent transport by human KCC2 | KCC2 cells, thallium flux FluoZin-2 fluorescence | B-score of Tl+ flux slope (higher = more flux/activation; lower = inhibition) at 10 µM | hit rate 2.2% among 190,000;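 active = thallium flux slope and its plate-corrected score both differing from the plate sample mean at a set confidence after two filtering rounds, in either direction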;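 also: slope of fluorescence scaled to starting intensity during 10 to 20 s after thallium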
thrombin 1536: inhibitors of human thrombin; alpha-thrombin, Boc-VPR-AMC fluorogenic substrate cleavage; inhibition, % at 5 µM; hit rate 0.26% among 220,000;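 active = inhibition at or above 40%; inactive = inhibition below 40%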;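 also: 0% = enzyme with no compound and 100% = wells without enzyme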
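Material: Human alpha-thrombin protein | Buffer or medium: pH 7.5 Tris-saline with Tween 20 | Reagent: Boc-VPR-AMC substrate, 15 µM final | Schedule: Reaction at ambient temperature | Detection: AMC fluorescence at 355 nm excitation and 460 nm emission | Evaluation: Percent inhibition scaled between no-compound controls and no-enzyme blanks | Controls: no-compound enzyme wells and no-enzyme blanks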
Furin inh: human furin inhibition. AID 463115. purified furin, fluorogenic substrate cleavage. hit rate 0.061% among 220,000. inhibition, % at 30 µM; in the data active = inhibition above about 25%; also: inactives centre near -15
hK5 inh: kallikrein 5 (human) inhibition; Q9Y337; recombinant hK5, fluorogenic AMC substrate cleavage; inhibition, % at 5 µM; hit rate 0.59% among 210,000; AID 873;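 active = inhibition of 40% or more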;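 also: 0% = enzyme controls without compound and 100% = no-enzyme blanks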
Target sequence (Q9Y337 67-293 limits assumed): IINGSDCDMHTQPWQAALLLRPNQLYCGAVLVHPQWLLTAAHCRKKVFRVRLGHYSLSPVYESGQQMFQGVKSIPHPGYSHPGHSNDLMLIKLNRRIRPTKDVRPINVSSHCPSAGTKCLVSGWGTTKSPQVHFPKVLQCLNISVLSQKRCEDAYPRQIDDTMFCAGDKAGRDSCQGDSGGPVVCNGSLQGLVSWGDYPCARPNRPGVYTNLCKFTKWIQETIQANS
Wee1 degr inh: human Wee1 degradation inhibition, primary screen | HeLa Luc-Wee1K328M stability, luciferase luminescence; 100% = proteasome inhibitor MG132 effect | hit rate 1.2% among 220,000 | reporter increase, % at 5 µM | AID 1321;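 active = activation above the mean of all tested compounds plus 3 SD, set per screening run, cut at about 8.8% in these data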;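 also: cells exposed to compound for 20 h before luminescence read; 0% = DMSO alone and 100% = MG132 at 30 µM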
FXIIa inh 1536: blocks human coagulation factor XIIa protease activity | purified FXIIa, Boc-QGR-AMC fluorogenic substrate, 2 h | hit rate 0.3% among 220,000 | inhibition, % at 5 µM | P00748 | AID 800; in the data active = inhibition above about 40%;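 also: 0% = enzyme with no compound and 100% = blank without enzyme; many of its hits are not listed in these tables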
FXIa inh: inhibitors of human coagulation factor XIa | inhibition, % at 5 µM | AID 798 | hit rate 0.14% among 220,000 | purified FXIa, Boc-Glu-Ala-Arg-AMC fluorogenic substrate;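 active = inhibition of at least 40%; inactive = inhibition below 40%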;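 also: fluorescence of freed AMC excited at 355 nm; 0% = enzyme without compound and 100% = no enzyme blank; many of its hits are not listed in these tables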
PERK inh: inhibitors of human PERK kinase | Q9NZJ5 | CHO PERK-DD fusion, SEAP luminescence translation reporter | inhibition, % at 5.6 µM | hit rate 0.17% among 220,000 | AID 1416;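 active = inhibition above the mean inhibition of all tested compounds plus 3 SD, set separately per screening campaign, cut at about 2.9% in these data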;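 also: PERK kinase domain activated by AP20187 dimerizer at 100 nM; 0% = DMSO with dimerizer and 100% = rapamycin at 8.4 µM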
p97 ATPase inh: human p97 ATPase inhibition; recombinant p97 ATPase, Kinase-Glo ATP luminescence, 3 h; inhibition, % at 8 µM; hit rate 0.42% among 220,000; AID 1481; in the data active = inhibition above about 15%;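 also: 0% = DMSO vehicle and 100% = wells lacking enzyme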
Target sequence (P55072 whole entry, looked up): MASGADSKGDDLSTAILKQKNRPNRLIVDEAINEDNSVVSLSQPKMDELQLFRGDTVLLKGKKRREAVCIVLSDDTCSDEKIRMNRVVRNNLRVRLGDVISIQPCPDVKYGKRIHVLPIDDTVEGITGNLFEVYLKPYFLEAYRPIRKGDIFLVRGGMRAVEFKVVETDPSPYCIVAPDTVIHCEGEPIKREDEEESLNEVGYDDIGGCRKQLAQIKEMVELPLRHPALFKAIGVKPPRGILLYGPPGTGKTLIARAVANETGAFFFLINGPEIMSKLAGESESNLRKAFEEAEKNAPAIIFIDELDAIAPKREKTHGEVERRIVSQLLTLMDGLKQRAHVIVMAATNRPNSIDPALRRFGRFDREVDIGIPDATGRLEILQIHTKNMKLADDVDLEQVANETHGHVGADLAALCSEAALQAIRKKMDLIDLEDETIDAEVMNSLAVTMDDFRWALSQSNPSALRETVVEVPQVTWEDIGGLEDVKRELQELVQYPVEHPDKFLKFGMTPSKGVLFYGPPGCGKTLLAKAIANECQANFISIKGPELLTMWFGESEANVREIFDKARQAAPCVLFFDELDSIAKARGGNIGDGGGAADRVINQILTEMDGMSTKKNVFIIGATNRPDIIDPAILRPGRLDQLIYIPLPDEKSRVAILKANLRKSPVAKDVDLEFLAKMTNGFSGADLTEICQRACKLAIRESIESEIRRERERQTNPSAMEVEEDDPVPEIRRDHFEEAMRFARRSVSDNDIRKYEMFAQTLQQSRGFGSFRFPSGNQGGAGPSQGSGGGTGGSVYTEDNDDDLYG
An asterisk follows results filed as active; · = not tested or not shown; [ ] = remark or other dose.

SMILES	KCC2 mod	thrombin 1536	Furin inh	hK5 inh	Wee1 degr inh	FXIIa inh 1536	FXIa inh	PERK inh	p97 ATPase inh
COc1ccc(NC(=O)/C=C/c2ccccc2[N+](=O)[O-])c(OC)c1	-0.52	-10	-2	1	-2	2	-1	-0.6	-2
Cc1cc[n+](CC(=O)N2CCCc3ccccc32)cc1	0.02	-3	-10	-8	-3	3	-5	0.8	1
COC(=O)C1Sc2[nH]c(=O)sc2C(c2ccc(Cl)cc2)C1C(=O)OC (stereo unspecified)	·	-3	-33	-2	-2	6	2	-0.1	0
Cc1n[nH]c(C)c1S(=O)(=O)N1CCCC(C(=O)NCc2cccs2)C1 (stereo unspecified)	0.81	-2	-21	-9	0	14	3	1.5	2
CCN1CCCC1CNCc1cccc(OC)c1OCc1ccc(F)cc1 (stereo unspecified)	-0.19	-6	-17	-10	4	11	4	-1.6	0
CC(C)c1ccc(N=C2NN=C(c3cccs3)CS2)cc1	1.2	-11	-14	-2	5	2	-1	1.6	4
O=C1COc2ccc(C(=O)COC(=O)c3ccco3)cc2N1	0.12	2	-22	6	-1	12	4	1.1	4
O=c1cc(-c2ccccc2Cl)oc2c(NS(=O)(=O)c3ccccc3C(F)(F)F)ccc(O)c12	-1.5	-4	-31	-1	·	4	-3	·	·
COc1ccc(-c2cn3c(C)c(C(=O)NCCN4CCOCC4)sc3n2)cc1	1.1	-4	-12	10	-3	2	-6	-0.5	-3
CCOC(=O)Cc1csc(NC(=O)COc2cccc(C)c2)n1	-0.16	-16	-26	-6	0	-2	-2	0.6	2
COc1cc(OC)cc(N(C(=O)CNC(=O)c2cccs2)C(C(=O)NCC2CCCO2)c2ccc(OC)c(OC)c2)c1 (stereo unspecified)	·	-7	-28	-10	1	2	-4	0.8	-1
Cc1cc([N+](=O)[O-])ccc1NC(=O)Cc1ccc(F)cc1	-0.13	-6	-16	-6	0	22	16	0.1	5
COc1cc(C)nc(N2CCCC(C(=O)Nc3ccccc3Br)C2)n1 (stereo unspecified)	0.11	-4	-12	13	-3	2	-6	0.3	-2
CC(=O)CSc1nnc(-c2ccncc2)n1C	-1.1	-4	-14[20 µM]	-11	-1	7	-1	0.0	5
COc1ccc(/C=N/NC(=O)c2cc(O)c(O)c(O)c2)cc1Cn1cc([N+](=O)[O-])cn1	1.3	1	-4	-11	-3	4	-1	0.5	17*

For reference, part of the list above.
SMILES	KCC2 mod	thrombin 1536	Furin inh	hK5 inh	Wee1 degr inh	FXIIa inh 1536	FXIa inh	PERK inh	p97 ATPase inh
COc1ccc(NC(=O)/C=C/c2ccccc2[N+](=O)[O-])c(OC)c1	-0.52	-10	-2	1	-2	2	-1	-0.6	-2
Cc1cc[n+](CC(=O)N2CCCc3ccccc32)cc1	0.02	-3	-10	-8	-3	3	-5	0.8	1

Later entries:
SMILES	KCC2 mod	thrombin 1536	Furin inh	hK5 inh	Wee1 degr inh	FXIIa inh 1536	FXIa inh	PERK inh	p97 ATPase inh
COCCNC(=O)NC(=O)COC(=O)c1cccn1C	0.57	-2	-28	3	-3	1	-3	0.7	5
CC(C)(C)CC(C)(C)NC(=O)Nc1cccc([N+](=O)[O-])c1	-0.21	-3	-11	-8	1	5	-5	-0.6	-3
CCOc1ccc(OCC)c(NC(=O)CN(c2ccc(C)cc2)S(=O)(=O)c2c(C)noc2C)c1	0.31	-5	-19	-6	0	8	-5	0.4	3
Cc1cc(C)n2cc(CSc3ccc(Cl)cc3)nc2n1	-2.7	4	-12	2	-1	9	3	-2.0	-2
Cc1ccc(C(=O)c2cc3c(cc2[N+](=O)[O-])OCCO3)cc1	-0.6	-1	-25	-15	7	-6	-2	-0.3	-5
O=C(N(c1ccccn1)c1ccccn1)C12CC3CC(CC(Cl)(C3)C1)C2	-0.34	31	-16	0	3	8	0	0.4	-2
COc1cc(NC(=O)CSc2nccc(C)n2)c(C)cc1[N+](=O)[O-]	-0.43	-5	-15	-22	3	-2	-6	-0.1	3
Cc1noc(C)c1S(=O)(=O)N1CCC(C(=O)NCCCN2CC(C)CC(C)C2)CC1 (stereo unspecified)	0.016	11	-21	5	-2	6	2	0.7	3
COc1cccc(-n2c(Cc3cc(=O)[nH]c(=O)[nH]3)nnc2SCC(=O)N2CCCC2)c1	·	1	-12	-13	1	-6	-6	1.0	4
Cc1ccc(CN(C)CCc2ccccn2)cc1	·	-1	-17[20 µM]	12	0	12	-6	1.4	3
O=C(COc1ccc(Cc2ccccc2)cc1)c1ccc(F)cc1	-2.3	-3	-12	-15	1	-1	0	0.5	-4
O=C(NCC1CCCO1)c1ccc2c(=O)n(Cc3ccco3)c(SCC(=O)N3CCCC3)nc2c1 (stereo unspecified)	-1.6	-3	-18	-24	-3	-15	-21	0.7	3
CCN(CC)C(=O)CNC(=O)Cc1ccc(Cl)cc1	0.0069	4	-17[20 µM]	-7	4	18	6	0.1	-1
Nc1nc(Cl)cc(N2CCC(c3cc(-c4ccc(Cl)cc4Cl)n[nH]3)CC2)n1	0.53	-1	-17[20 µM]	-12	2	15	1	-0.5	-4
CCC(C)(C)NC(=O)Nc1cc(Cl)ccc1OC	0.092	2	-5	-6	-1	7	-3	0.6	4
C=CCc1cc(Cl)ccc1OCCN(C)C	-0.011	1	-20	-5	-2	19	8	-0.2	3
Cc1ccc(N2CC(C(=O)OCc3ccccc3F)CC2=O)cc1 (stereo unspecified)	-1.5	-1	-11[20 µM]	-15	-1	-10	-16	0.9	-9
CCC(=O)NCc1nc2ccccc2n1Cc1ccccc1F	0.057	1	-7	-10	1	13	1	-0.2	-10
O=C(NCc1ccc2c(c1)OCO2)c1ccc(Br)s1	0.47	3	-32	5	2	13	3	1.3	9
CC(NC(=O)CCOc1ccccc1)c1ccccc1 (stereo unspecified)	-0.047	-2	-8[20 µM]	15	1	11	3	0.4	3
COCCn1c(SCc2nc3ccccc3c(=O)[nH]2)nnc1-c1ccncc1	0	-4	0[20 µM]	1	-2	16	3	0.3	6
CC(=O)c1c(C)nn(CC(O)Cn2c3c(c4cc(C)ccc42)CCCC3=O)c1C (stereo unspecified)	-0.87	-2	8	-19	-3	5	1	-1.7	-2
O=[N+]([O-])c1ccccc1Nc1ccccc1	-0.63	-6	-25	-1	-1	2	-4	2.0	1
CC(Cc1ccccc1)N/C=C1/CC(=O)NC1=O (stereo unspecified)	0.15	-3	-11	0	-1	15	0	1.0	-1
CCCCN1C2CCCC1CC(NC(=O)C1CCCCC1)C2 (stereo unspecified)	-0.7	-2	-31[20 µM]	-6	-1	3	-3	-0.1	1
CCOC(=O)C1=C(O)/C(=C\c2cc(C)n(-c3ccc(F)cc3)c2C)N=C1C	0.31	-5	-10	-18	1	2	-5	1.0	-3
CCOc1ccc2nc(NC(=O)CN3CCC(n4nnc5cc(C(F)(F)F)ccc54)CC3)sc2c1	·	1	-8[20 µM]	-8	1	12	3	1.3	2
COC(=O)c1cc2n3ccccc3c(C)c(-c3ccccc3)c-2c1C(=O)OC	-0.22	5	0[20 µM]	-2	1	4	7	-0.7	2
COC(=O)c1cc(OC)c(OC)cc1NC(=O)c1ccoc1C	0.29	-1	-24[20 µM]	-46	1	7	3	-0.3	-1
CCOc1ccc(NC(=O)CSc2nnnn2CC(=O)O)cc1	-0.2	-4	-30[20 µM]	-10	-1	-2	-8	-0.7	1
Cc1ccc2nc(N(CCCN(C)C)C(=O)CCc3ccccc3)sc2c1	0.27	-8	-16	-9	4	1	-5	-0.9	-3
O=C(/C=C/Sc1ccc(C(F)(F)F)cn1)c1ccccc1	1	3	-14	5	1	8	0	2.4	5
Cc1ccc(C)n1-n1c(C)nc2scc(-c3ccccc3)c2c1=O	-0.53	10	-11[20 µM]	-3	0	14	8	0.2	3
COc1ccccc1OCc1nnc(SCC(=O)c2cc(Cl)ccc2OC)o1	-3	-2	-23	5	2	5	-9	0.1	-4
c1ccc2oc(SCc3cn4ccccc4n3)nc2c1	0.1	-9	15[20 µM]	-13	-2	5	8	1.8	7
NNc1nnnc2c1sc1nc(N3CCOCC3)c3c(c12)CCCC3	-1.1	-2	-26	3	2	2	2	0.6	7
CC(Nc1ccc2c(c1)OCCO2)C(=O)N1c2ccccc2CC1C (stereo unspecified)	-1.7	5	-25	-15	1	6	-1	-0.3	2
O=S(=O)(CC(c1ccccc1)N1CCCCC1)c1ccc(Cl)cc1 (stereo unspecified)	-0.28	6	-9	48*	1	16	5	-0.6	-12
O=c1oc2ccc([N+](=O)[O-])cc2c(N2CCOCC2)c1[N+](=O)[O-]	·	1	-11	4	-3	12	0	0.9	6
CCn1c(-c2ccoc2C)n[nH]c1=S	0.49	1	-26[20 µM]	-13	1	6	2	1.4	1
CC1CCCCN1C(=O)c1ccc(COc2ccc([N+](=O)[O-])cc2)o1 (stereo unspecified)	-1.6	0	-21	-8	-1	11	1	-0.5	-1
CN1C(=O)C2C(c3ccc(N(C)C)cc3)=NN(Cc3ccccc3)C2C1=O (stereo unspecified)	-0.037	-24	-22	-3	-4	6	-6	0.0	1
C/C(=N\NC(=S)NCc1ccccc1)c1ccc2ccccc2c1	6*	-6	6	-23	-1	10	0	-0.4	2
Cc1cc(C(=O)CSc2nc3ccccc3[nH]2)c(C)n1Cc1ccco1	0.8	-9	-16	-17	7	3	-2	-0.7	2
Cn1nnc(NC(=O)c2cccc([N+](=O)[O-])c2)n1	0.41	1	-20	1	-3	5	2	0.9	7
CC1CN(C(=O)c2cccs2)CCN1C(=O)c1cccs1 (stereo unspecified)	1.2	-2	-18	-24	4	9	4	-0.6	6
Nc1nc(-c2ccc([N+](=O)[O-])cc2)cs1	0.8	-12	-9	10	-2	4	1	0.2	3
Cc1ccc(NC(=O)Cc2ccc3c(c2)CCCC3)cc1C	·	-3	-10[20 µM]	-13	-2	13	-1	0.7	-6
N#Cc1ccc(-c2ccc(F)cc2)nc1Oc1ccccc1	·	-3	-23[20 µM]	-2	0	15	-1	1.0	-3
CC1CCCC/C1=N/Nc1ccc([N+](=O)[O-])cc1[N+](=O)[O-] (stereo unspecified)	0.13	-8	-4[20 µM]	-14	1	3	2	-1.6	-7
CCCCC(CC)C(=O)NCc1ccccc1OC (stereo unspecified)	0.51	-4	-18	-4	1	11	3	-0.7	-5
CCC(C)[C@H](NC(=O)NCc1ccc(OC)c(OC)c1)C(=O)O (stereo partly specified)	0.1	0	-18	2	-3	10	1	-0.2	0
COc1cc(-c2n[nH]c(=S)n2-c2cccc(C(F)(F)F)c2)cc(OC)c1OC	0.24	-5	-7	-13	-2	5	7	0.7	4
O=C(c1cc(C(=O)c2ccco2)cc(C(=O)c2ccco2)c1)c1ccco1	0.88	-3	-6	-22	11*	10	8	-1.0	-4
O=C(NCc1ccc(N2CCCC2=O)cc1)Nc1cccc2ccccc12	0.89	-3	-20[20 µM]	-7	-2	4	-7	0.4	1

Part of the list above in order of length of the SMILES, lowest first.
SMILES	KCC2 mod	thrombin 1536	Furin inh	hK5 inh	Wee1 degr inh	FXIIa inh 1536	FXIa inh	PERK inh	p97 ATPase inh
CC1CN(C(=O)c2cccs2)CCN1C(=O)c1cccs1 (stereo unspecified)	1.2	-2	-18	-24	4	9	4	-0.6	6
O=C(/C=C/Sc1ccc(C(F)(F)F)cn1)c1ccccc1	1	3	-14	5	1	8	0	2.4	5
O=C(c1cc(C(=O)c2ccco2)cc(C(=O)c2ccco2)c1)c1ccco1	0.88	-3	-6	-22	11*	10	8	-1.0	-4
